# MCL1-BIM inh: disrupts human MCL1 binding to BIM-BH3 peptide; GST-MCL1 / FITC-Bim-BH3 fluorescence polarization; inhibition, % at 10.9 µM; Q07820; actives 0.68% (n = 320,000);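 active means inhibition above the mean inhibition of all tested compounds plus 3 SD, set per campaign, cut at about 40% in these data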;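 further: 0% = DMSO wells and 100% = unlabeled Bim-BH3 peptide control; higher means more loss of mP so more displacement of Bim peptide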
# Target sequence (Q07820 whole entry, looked up): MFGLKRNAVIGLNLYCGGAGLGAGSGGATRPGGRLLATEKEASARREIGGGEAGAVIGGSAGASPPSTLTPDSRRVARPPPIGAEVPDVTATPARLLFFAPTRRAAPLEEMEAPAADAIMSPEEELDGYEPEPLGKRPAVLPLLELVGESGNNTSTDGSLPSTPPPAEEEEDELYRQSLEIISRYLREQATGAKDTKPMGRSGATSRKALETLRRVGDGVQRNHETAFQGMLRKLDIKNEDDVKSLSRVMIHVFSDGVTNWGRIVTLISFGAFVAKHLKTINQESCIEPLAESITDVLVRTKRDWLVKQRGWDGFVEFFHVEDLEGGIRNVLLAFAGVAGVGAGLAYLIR
# MEX-5 binding: C. elegans MEX-5 TCR-2 RNA binding activity. Q9XUB2. MEX-5/FITC-TCR2 RNA binding, fluorescence polarization; active compounds read low. actives 0.38% (n = 300,000). activity score (negative = inhibition of binding), % at 10 µM;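 active means inhibition past about -25% in most replicates, and total fluorescence under double the plate's negative control median, limit read from the data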;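 further: 0% = DMSO and -100% = 5 µM competing unlabeled TCR2 RNA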
# BCLXL inh: Bcl-xL (human) inhibition; Q07817; GST-Bcl-xL / FITC-Bim BH3 peptide fluorescence polarization; inhibition, % at 10.9 µM; actives 0.7% (n = 320,000); AID 2129;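 active means inhibition above the mean of all tested compounds plus 3 SD, cutoff set per campaign, cut at about 30% in these data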;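 further: 0% = DMSO wells and 100% = unlabeled Bim-BH3 peptide competitor; inhibitors lower millipolarization by displacing the labeled peptide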
# Target sequence (Q07817 whole entry, looked up): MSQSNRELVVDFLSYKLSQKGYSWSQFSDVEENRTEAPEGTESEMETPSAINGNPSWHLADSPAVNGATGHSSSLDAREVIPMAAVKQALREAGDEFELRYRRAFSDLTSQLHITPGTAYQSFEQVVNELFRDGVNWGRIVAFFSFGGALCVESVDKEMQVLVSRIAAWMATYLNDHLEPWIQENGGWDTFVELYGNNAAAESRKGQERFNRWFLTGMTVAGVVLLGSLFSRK
# GLD-1 TGE inh: GLD-1-TGE RNA interaction inhibition (C. elegans); AID 2280; purified GLD-1 + fluorescein TGE RNA, fluorescence polarization; actives 0.44% (n = 320,000); inhibition, % at 5.96 µM;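 active means percent inhibition above a per-plate cutoff, the plate mean of test compounds plus 3 SD, cut at about 30% in these data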;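 further: 0% = DMSO wells with GLD-1 and probe and 100% = wells lacking GLD-1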
# Target sequence (Q17339 whole entry, looked up): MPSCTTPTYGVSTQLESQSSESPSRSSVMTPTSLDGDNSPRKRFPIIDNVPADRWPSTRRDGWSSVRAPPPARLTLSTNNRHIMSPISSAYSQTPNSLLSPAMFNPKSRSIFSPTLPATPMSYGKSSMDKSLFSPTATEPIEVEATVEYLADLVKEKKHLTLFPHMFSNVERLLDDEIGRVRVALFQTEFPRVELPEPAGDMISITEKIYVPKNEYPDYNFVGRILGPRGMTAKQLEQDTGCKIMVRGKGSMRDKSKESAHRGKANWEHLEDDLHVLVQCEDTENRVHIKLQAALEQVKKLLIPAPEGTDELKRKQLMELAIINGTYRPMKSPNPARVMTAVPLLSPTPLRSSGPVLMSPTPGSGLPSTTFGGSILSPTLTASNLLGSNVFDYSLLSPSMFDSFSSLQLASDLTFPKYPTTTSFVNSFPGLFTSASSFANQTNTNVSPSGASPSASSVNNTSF
# Fam108B inh: blocks mouse Fam108B hydrolase in RBBP9 counter-screen. recombinant Fam108B, FP-Rh probe fluorescence polarization. inhibition, % at 9.51 µM. actives 0.33% (n = 300,000);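 active means inhibition above the screen mean inhibition plus 3 SD, computed separately per campaign, cut at about 18% in these data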;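 further: inhibitors lower polarization as less probe binds the enzyme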
# PME-1 primary: PME-1 (human) inhibition; recombinant PME-1, FP-Rh probe fluorescence polarization; actives 0.53% (n = 320,000); inhibition, % at 5.9 µM; Q9Y570;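 active means inhibition above the campaign mean of all compounds plus 3 SD, cut at about 26% in these data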;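 further: competitive labeling of PME-1 active site by serine hydrolase directed probe; 0% = PME-1 with DMSO and 100% = wells lacking PME-1 enzyme; inhibitors block probe labeling so polarization falls and inhibition rises; many of its hits are not listed in these tables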
# VLA-4 inh: inhibition in a human VLA-4 binding assay; P13612; VLA-4 expressing cells, ligand binding flow cytometry; inhibition, % (about 7 µM as worked out from the volumes in the protocol); actives 0.2% (n = 330,000); AID 2557; in the data active means inhibition above about 50%
# GRK2 inh: human GRK2 inhibition via aptamer displacement; P25098; bead flow cytometry, FAM-aptamer displacement from GRK2; inhibition of aptamer binding, % at 10 µM; actives 0.59% (n = 330,000); AID 488847;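 active means inhibition of aptamer binding above 40%, roughly 3 SD of noise, on plates passing a quality check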;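 further: median bead fluorescence of bound FAM aptamer so fluorescent compounds give negative values; no value below 0 was filed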
# Efflux pump inh: antifungal efflux pump inhibition, Nile Red retention. inhibition, % at 10 µM. AID 485275. actives 0.44% (n = 330,000). S. cerevisiae Candida pump triplex;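 active means plate passing quality check with inhibition over a set limit, or well fluorescence over plate mean plus 4 SD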;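 further: Nile Red retained in pooled yeast measured as flow cytometry median fluorescence; 0% = buffer negative control and 100% = Enniatin B positive control; higher means more Nile Red kept so more efflux inhibition; some compounds called inactive have numbers as strong as hits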
# * = called active by the depositor; . = not tested or not shown. Not all compounds are listed; rates above refer to the full screens.
(1) CS(=O)(=O)N(CC(=O)Nc1ccc(C(N)=O)cc1)C1CCCCC1
(2) CCCCCN(C(=O)CCC(=O)OCc1ccccc1F)c1c(N)n(CCCC)c(=O)[nH]c1=O
(3) CC1CCN(C(=O)C2CCC(=O)N(Cc3ccc(Cl)cc3)C2)CC1 (stereo unspecified)
(4) Cc1cccc(C(=O)NCC(=O)NCC(c2cccs2)N2CCOCC2)c1 (stereo unspecified)
(5) O=C(O)C1CC1C(=O)Nc1cc(F)ccc1F (stereo unspecified)
(6) Cc1ccc(N2C(=O)CS(=O)C(c3ccccc3)C2=O)cc1C (stereo unspecified)
(7) Oc1ccc2c(c1)c1c3n2CCNC3CCC1 (stereo unspecified)
(8) Cn1c(N)c(C(C[N+](=O)[O-])c2c(F)cccc2Cl)c(=O)n(C)c1=O (stereo unspecified)
assay / compound	1	2	3	4	5	6	7	8
PME-1 primary	1	3	1	0	0	-4	-6	-3
GLD-1 TGE inh	0	-5	1	-1	6	12	-2	-3
BCLXL inh	0	-6	-2	5	10	12	8	1
Fam108B inh	2	0	2	-3	3	-1	-4	9
VLA-4 inh	-6	-3	5	5	3	16	4	12
MEX-5 binding	1.8	1.6	2.2	-0.1	-1.7	4.6	-3.6	-1.4
GRK2 inh	3	2	0	0	3	2	0	0
Efflux pump inh	0.0	0.1	-0.1	0.2	0.0	0.0	0.3	-0.1
MCL1-BIM inh	4	-12	-2	0	9	15	1	2

# Reprinted from the part before: 2 entries; new compounds follow.
(7) Oc1ccc2c(c1)c1c3n2CCNC3CCC1 (stereo unspecified)
(8) Cn1c(N)c(C(C[N+](=O)[O-])c2c(F)cccc2Cl)c(=O)n(C)c1=O (stereo unspecified)
(9) Clc1ccc(Sc2ccccn2)cc1
(10) COc1cc(S(=O)(=O)N(C)Cc2ccc3c(c2)OCCO3)ccc1NC(C)=O
(11) COc1cc(CC(=O)O)ccc1O
(12) CCCCN(C)CCNC(=O)CN1C(=O)CSc2ccc(S(=O)(=O)N3CCOCC3)cc21
(13) CN(c1ccccc1)S(=O)(=O)c1cc(C(=O)OCC(=O)N2CCN(C(=O)c3ccco3)CC2)ccc1Cl
(14) Cc1ccc(CCNS(=O)(=O)c2cc3c(cc2Cl)NC(=O)CO3)cc1
(15) CCOC(=O)N1CCC(NC(=O)C2CCCN(c3nc4ccccc4o3)C2)CC1 (stereo unspecified)
(16) OCC(Cc1ccccc1)Nc1c2ccccc2nc2ccccc12 (stereo unspecified)
assay / compound	7	8	9	10	11	12	13	14	15	16
PME-1 primary	-6	-3	-7	-5	-2	0	3	2	5	-140
GLD-1 TGE inh	-2	-3	-7	0	0	4	-8	-5	7	16
BCLXL inh	8	1	3	1	9	3	-11	-2	3	28
Fam108B inh	-4	9	0	.	2	-1	4	2	3	0
VLA-4 inh	4	12	-2	4	3	-7	-26	0	3	-9
MEX-5 binding	-3.6	-1.4	1.9	.	1.3	-1.8	-1.8	2.3	2.2	-1.9
GRK2 inh	0	0	4	2	0	4	1	0	4	6
Efflux pump inh	0.3	-0.1	0.2	-0.1	0.0	0.1	-0.2	0.1	0.2	2.7
MCL1-BIM inh	1	2	-9	2	11	5	-10	1	7	40*

# Overlap with the part before: 2 entries, then new ones.
(15) CCOC(=O)N1CCC(NC(=O)C2CCCN(c3nc4ccccc4o3)C2)CC1 (stereo unspecified)
(16) OCC(Cc1ccccc1)Nc1c2ccccc2nc2ccccc12 (stereo unspecified)
(17) CN(Cc1c(C(=O)N/N=C/c2c(F)cccc2Cl)nnn1-c1nonc1N)c1ccccc1
(18) C=C(C)CC1N(c2cccc(OC)c2)C(=O)C2C(C(=O)O)C3C=CC21O3 (stereo unspecified)
(19) Cc1cccc(NC(=O)CNC(=O)COC(=O)C2CC2C)c1C (stereo unspecified)
(20) COc1ccc(C(=O)NC(=S)Nc2cccc3nc(C)ccc23)cc1OC
(21) CN(C)S(=O)(=O)c1cccc(N2C(=O)CC3(CCCCC3)CC2=O)c1
(22) Cc1cc(=O)[nH]c(SCC(=O)NC(C)C2CC3CCC2C3)c1C#N (stereo unspecified)
(23) C=CCOc1c(Cl)cc(CNc2nccs2)cc1OC
(24) CCn1c(SCC(=O)Nc2nc(-c3ccccc3)cs2)nnc1-c1ccccc1
assay / compound	15	16	17	18	19	20	21	22	23	24
PME-1 primary	5	-140	-5	-1	.	-5	-1	0	2	-11
GLD-1 TGE inh	7	16	5	0	1	2	4	1	3	1
BCLXL inh	3	28	-1	5	.	3	3	5	4	3
Fam108B inh	3	0	-11	1	.	-4	-4	2	3	-3
VLA-4 inh	3	-9	2	-18	19	-8	14	14	10	3
MEX-5 binding	2.2	-1.9	1.7	-1.2	.	-0.8	-0.3	1.0	2.9	-1.3
GRK2 inh	4	6	0	3	0	0	0	2	0	1
Efflux pump inh	0.2	2.7	0.1	0.1	-0.1	0.0	-0.1	-0.1	-0.1	0.1
MCL1-BIM inh	7	40*	3	1	.	9	5	2	8	7

(25) Cc1ccc(/C=N/N2CCN(Cc3cccc4ccccc34)CC2)s1
(26) CCCCC[C@@H](O)c1cc2ccccc2c(=O)o1
(27) Cn1nc(C(=O)NC2CCCCC2)c2c1-c1ccccc1SC2
(28) Cc1ccc(C(=O)NCC(=O)N2CCN(c3cccc(Cl)c3)CC2)s1
(29) CC(/C=C1\SC(=S)N(CCCC(=O)Nc2ccc(C(=O)O)cc2)C1=O)=C\c1ccccc1
(30) CCOC(=O)Cn1nc(C)c(NC(=O)c2ccc(Br)o2)c1C
(31) Cc1ccc(S(=O)(=O)N2CCCCC2)cc1C(=O)N1CCN(c2ccccn2)CC1
(32) Cc1cc(C)c2c(n1)sc1c(N3CCN(C)CC3)ncnc12
assay / compound	25	26	27	28	29	30	31	32
PME-1 primary	-1	.	-5	.	-35	2	1	4
GLD-1 TGE inh	2	6	-1	8	-2	4	1	-3
BCLXL inh	-5	.	4	.	1	1	4	5
Fam108B inh	1	.	-2	.	-19	1	-1	-3
VLA-4 inh	-17	-1	-35	-1	11	2	9	14
MEX-5 binding	0.8	.	-0.3	.	4.4	-2.8	-2.3	0.0
GRK2 inh	1	0	0	0	5	2	0	4
Efflux pump inh	-0.1	-0.2	0.1	-0.1	-0.3	0.1	0.1	0.1
MCL1-BIM inh	-4	.	7	.	0	8	7	8

(33) CCOc1ccccc1-n1c(SC(C)C(=O)NCC2CCCO2)nc2ccccc2c1=O (stereo unspecified)
(34) Nc1nc2n(n1)C1(CCCCC1)C1=C(CCCC1)N2
(35) Cc1cc(-c2nnc(CCC(=O)NCc3cccc(C(F)(F)F)c3)o2)no1
(36) CC1(C)CC(=O)c2cnc(NC(=O)Cc3ccc(Cl)cc3)nc2C1
(37) O=C(NCc1ccc(OC(F)(F)F)cc1)C1CC2Cn3c(nc4ccccc43)C2N1c1ccccc1 (stereo unspecified)
(38) CC1(c2ccccc2)NC(=O)N(CC(=O)Nc2cccc(/C=C/c3ccccn3)c2)C1=O (stereo unspecified)
(39) OCCC1CN(Cc2cccn2-c2cccnc2)CCN1C1CCCC1 (stereo unspecified)
(40) CC(C)(C)Cc1nnc(NS(=O)(=O)Cc2ccccc2)s1
assay / compound	33	34	35	36	37	38	39	40
PME-1 primary	1	-3	0	-1	5	-21	8	-5
GLD-1 TGE inh	7	3	7	3	-1	7	0	0
BCLXL inh	1	2	4	6	-2	2	1	3
Fam108B inh	.	4	3	8	-2	-16	-1	1
VLA-4 inh	5	-6	5	-7	7	1	2	1
MEX-5 binding	.	-1.2	1.6	1.9	2.9	-1.8	-1.8	1.0
GRK2 inh	0	4	0	0	1	0	0	0
Efflux pump inh	0.0	0.0	0.5	0.2	-0.1	0.2	-0.1	-0.1
MCL1-BIM inh	-1	3	-1	9	2	0	11	4

(41) Cc1ccnc(NC(=O)c2cc(S(=O)(=O)N3CCCCC3)ccc2Cl)c1
(42) COc1ccccc1C(C(=O)NCc1ccccc1)N(C(=O)c1csnn1)C1CC1 (stereo unspecified)
(43) O=C(NCC(=O)N(CC1CCCO1)C(C(=O)NC1CCCCC1)c1ccccc1)c1cccs1 (stereo unspecified)
(44) COc1ccc(S(=O)(=O)Nc2ccc3c(c2)CC(=O)N([C@@H](C)CO)C[C@@H](C)[C@@H](CN(C)Cc2ccccc2)O3)cc1
(45) Cc1ccc(C(=O)c2coc3ccc(O)cc23)cc1
(46) Cc1cccc(C)c1NC(=O)COC(=O)c1cc(=O)[nH]c2ccccc12
(47) CC(=O)c1ccc(-n2nncc2C(C)(C)C)cc1
(48) COc1ccccc1C1c2ccc3ccccc3c2Oc2ncn(CCCO)c(=N)c21 (stereo unspecified)
assay / compound	41	42	43	44	45	46	47	48
PME-1 primary	8	1	-2	.	.	2	-1	-4
GLD-1 TGE inh	-1	-2	-2	7	.	0	7	-5
BCLXL inh	11	6	0	.	.	-6	6	6
Fam108B inh	1	-3	-3	.	.	.	-4	-5
VLA-4 inh	-2	-13	-11	-5	10	8	-13	24
MEX-5 binding	-2.8	1.0	-1.7	.	0.2	.	2.0	1.0
GRK2 inh	0	0	2	5	1	0	1	0
Efflux pump inh	-0.2	0.1	0.0	0.1	0.0	-0.2	0.0	0.2
MCL1-BIM inh	8	7	-3	.	.	-7	0	-1

(49) Cc1ccc(C)c(NC(=O)CN2C(=O)CC(C)S(=O)(=O)c3ccccc32)c1 (stereo unspecified)
(50) CC1CCN(C(=O)/C(=C\c2ccco2)NC(=O)c2ccccc2)CC1
(51) O=C(c1ccc([N+](=O)[O-])cc1)N1CCC(Cc2ccccc2)CC1
(52) COCc1cc(C)nc(SCC[N+](C)(C)CC(=O)c2ccc(Br)cc2)c1C#N
(53) Cc1c(Cl)cccc1NC(=S)NCCC(c1ccccc1)c1ccccc1
(54) O=[N+]([O-])c1cccc(S(=O)(=O)NCc2ccccn2)c1
(55) COc1ccc(-n2nnnc2SCC(=O)N2CCN(C(=O)c3ccco3)CC2)cc1OC
(56) Cc1ccc(S(=O)(=O)c2c(C)cc(C)nc2N2CCOCC2)cc1
assay / compound	49	50	51	52	53	54	55	56
PME-1 primary	-12	-3	-3	-1	-55	3	2	5
GLD-1 TGE inh	1	-1	-6	0	7	8	6	1
BCLXL inh	-3	6	3	2	4	0	6	2
Fam108B inh	0	1	2	2	-27	0	2	3
VLA-4 inh	17	2	-11	7	26	8	1	-6
MEX-5 binding	-2.1	0.7	0.6	0.1	2.5	-11	-2.5	-1.9
GRK2 inh	1	0	0	0	0	5	2	0
Efflux pump inh	0.0	0.0	-0.1	0.1	0.0	0.2	0.1	0.1
MCL1-BIM inh	0	4	1	-3	7	-3	2	9

(57) O=C(NC1CCCCCC1)C1CCN(S(=O)(=O)c2c(Cl)cccc2Cl)CC1
(58) O=c1oc2cc(OCc3ccc(F)cc3F)ccc2cc1-c1ccccn1
(59) CC(C)(C)N1CC(c2nc3ccccc3n2Cc2ccc(F)cc2)CC1=O (stereo unspecified)
(60) Cc1cccc2nc(CSc3nnc(N)s3)cn12
(61) COc1ccc(OCc2nnc(SCC(=O)Nc3ccc(C)cc3)o2)cc1
(62) COc1ccc(NC(=O)c2oc3ccccc3c2C)cn1
assay / compound	57	58	59	60	61	62
PME-1 primary	3	-1	5	-3	-3	-2
GLD-1 TGE inh	0	8	-1	-1	5	5
BCLXL inh	3	1	-4	3	-5	16
Fam108B inh	.	0	5	0	-3	2
VLA-4 inh	17	4	8	-3	6	9
MEX-5 binding	.	0.8	-0.3	0.8	1.0	0.3
GRK2 inh	4	0	1	2	0	0
Efflux pump inh	-0.2	0.1	0.2	0.0	0.0	0.5
MCL1-BIM inh	3	10	-1	0	-5	23
